Bioassay records (PubChem BioAssay)
GlmU inhibition – inhibition of mycobacterial GlmU enzyme – biochemical, glucosamine-1-phosphate acetyltransferase (AID 1376). inhibition, %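 (tested at 30 µM in the primary screen)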; hits with a dose series show IC50 in µM. M. tuberculosis GlmU acetyltransferase enzyme assay; higher % means a stronger effect. 0.25% of 220,000 active; in the data active means inhibition above about 13%;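 further: 0% = complete reaction with vehicle and 100% = reaction without substrate; strong numbers were not always called active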
Mtb RmlCD inh – blocks M. tuberculosis RmlC and RmlD coupled enzymes; P9WH09+P9WH11; RmlC+RmlD coupled enzyme assay, percent inhibition; primary screen in compound mixtures; inhibition, % at 3.6 µM; 0.03% of 160,000 active; in the data active means inhibition mostly above about 34%, no sharp cut-off; further: some results filed as inactive read as strong as hits
Target sequence (P9WH09 whole entry, looked up): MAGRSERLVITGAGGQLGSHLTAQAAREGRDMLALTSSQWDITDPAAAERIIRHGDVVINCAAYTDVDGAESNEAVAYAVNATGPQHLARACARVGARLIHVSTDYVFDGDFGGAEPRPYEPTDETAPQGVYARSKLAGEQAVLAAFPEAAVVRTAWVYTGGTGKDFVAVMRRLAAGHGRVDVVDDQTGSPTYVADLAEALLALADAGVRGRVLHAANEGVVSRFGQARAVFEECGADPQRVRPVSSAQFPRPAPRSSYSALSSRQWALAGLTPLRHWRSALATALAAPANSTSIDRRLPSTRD
Target sequence (P9WH11 whole entry, looked up): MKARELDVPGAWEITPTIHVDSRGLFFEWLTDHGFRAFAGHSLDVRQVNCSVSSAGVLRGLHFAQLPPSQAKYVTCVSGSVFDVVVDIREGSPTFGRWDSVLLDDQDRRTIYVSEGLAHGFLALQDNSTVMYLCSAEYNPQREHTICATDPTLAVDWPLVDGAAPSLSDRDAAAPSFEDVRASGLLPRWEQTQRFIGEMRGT
* hit, by the source's call; . = not tested or not shown. Not all compounds are listed; rates above refer to the full screens.

SMILES	GlmU inhibition	Mtb RmlCD inh
Cc1sc2ncn(CC(=O)NCCCC(=O)N3CCN(c4ccccc4)CC3)c(=O)c2c1C	-4.4%	0.5
Cc1c(C(=O)OCC(=O)NCCN2C(=O)CSC2=O)oc2c1ccc1ccccc12	-0.7%	-46.8
O=C(O)C12C3CCCC1C32c1ccccc1 (stereo not given)	-4.8%	12.6
COc1ccc(OC(=O)c2cccnc2)cc1	3.0%	25.3
CCCCCNC(=O)C(C)NS(=O)(=O)c1ccc(OC)cc1 (stereo not given)	5.2%	-3.8
O=C(NCCCN1CCCC1=O)c1ccc2c(c1)NC(=O)c1ccccc1S2	1.1%	.
Cc1cc(=O)n2c(ccc3ccccc32)c1C#N	-0.4%	-0.5
CCOC(=O)N1CCN(C(=O)Nc2ccc(NC(=O)N3CCN(C(=O)OCC)CC3)cc2)CC1	10.9%	-4.5
CC(C)=CC(=O)Nc1nnc(C)s1	-2.9%	.
COc1cccc(NC(=O)NCCc2ccc(Cl)cc2)c1	-5.9%	-8.4
C/C(=C\C(=O)c1cccnc1)Nc1ccc(O)cc1	2.5%	.
Cc1ccc(-c2nnc3ccc(SC(C)C(=O)O)nn23)cc1 (stereo not given)	4.2%	34.3
O=C(c1cc2ccccc2c(=O)o1)N1CCCc2ccccc21	-2.3%	59.0
CCCCNC(=O)C1CCN(Cc2ccccn2)CC1	-7.4%	12.6
Cc1ccc(CC2CC(=O)N(C(Cc3ccccc3)C(=O)O)C2=O)cc1 (stereo not given)	3.0%	-5.2
Cc1ccc(Nc2nc(N)nc(CN3CCN(Cc4ccc5c(c4)OCO5)CC3)n2)cc1C	-4.8%	-7.8
Fc1ccc(NC(=S)NC2CCN(Cc3ccccc3)CC2)cc1	-5.0%	-0.5
CCOc1cc(NS(=O)(=O)c2ccccc2)c(OCC)cc1NC(=O)c1ccco1	4.6%	0.2
COCCn1c(SCC(=O)N2CC(=O)Nc3ccccc32)nnc1-c1ccoc1C	-6.2%	.
CCn1c(COc2ccc(=O)n(-c3ccccc3)n2)nnc1SCc1cccc(OC)c1	-0.1%	.

An excerpt from above in order of count of non-hydrogen atoms, rising.
SMILES	GlmU inhibition	Mtb RmlCD inh
CCCCNC(=O)C1CCN(Cc2ccccn2)CC1	-7.4%	12.6
COc1cccc(NC(=O)NCCc2ccc(Cl)cc2)c1	-5.9%	-8.4
CCCCCNC(=O)C(C)NS(=O)(=O)c1ccc(OC)cc1 (stereo not given)	5.2%	-3.8
Cc1c(C(=O)OCC(=O)NCCN2C(=O)CSC2=O)oc2c1ccc1ccccc12	-0.7%	-46.8
CCn1c(COc2ccc(=O)n(-c3ccccc3)n2)nnc1SCc1cccc(OC)c1	-0.1%	.
Cc1ccc(Nc2nc(N)nc(CN3CCN(Cc4ccc5c(c4)OCO5)CC3)n2)cc1C	-4.8%	-7.8
CCOC(=O)N1CCN(C(=O)Nc2ccc(NC(=O)N3CCN(C(=O)OCC)CC3)cc2)CC1	10.9%	-4.5

Of the compounds above, these contain a halogen:
SMILES	GlmU inhibition	Mtb RmlCD inh
COc1cccc(NC(=O)NCCc2ccc(Cl)cc2)c1	-5.9%	-8.4
Fc1ccc(NC(=S)NC2CCN(Cc3ccccc3)CC2)cc1	-5.0%	-0.5

Next section.
SMILES	GlmU inhibition	Mtb RmlCD inh
N/C(=N\OC(=O)COc1ccc2ccccc2c1)c1ccccn1	2.7%	.
CC(C)Cc1nnc(NC(=O)CSc2ncn[nH]2)s1	-0.7%	.
CCCC(=O)C1=C(N(C)c2ccccc2)CC(C)(C)C(C(=O)OC)C1=O (stereo not given)	1.8%	8.6
OC(Cc1ccccc1)(c1ccccc1)C1CN2CCC1CC2 (stereo not given)	-5.9%	-6.8
CC(=O)N1CCN(CC(=O)c2ccc(Br)cc2)CC1	-3.9%	-9.4
Cc1cc(C)n(-c2nc(NCCO)c3c4c(sc3n2)CCCC4)n1	-0.4%	-4.2
COc1cc(/C=N/n2nnnc2N)ccc1O	3.5%	9.2
CC(=O)N[C@H]1[C@H](OCc2ccccc2F)O[C@H](COC(C)=O)[C@@H](OC(C)=O)[C@@H]1OC(C)=O	-4.4%	12.0
CC(=O)Nc1ccc(N(C)S(C)(=O)=O)cc1	6.0%	100.2
Cc1cccc(CSC2=NCCN2C(=O)c2ccc(S(=O)(=O)N(C)C)cc2)c1	2.3%	-11.6
Cc1ccc(-c2nnn(CC(=O)N(CC3CCCO3)C(C(=O)NC3CCCCC3)c3ccc(F)cc3)n2)o1 (stereo not given)	3.2%	.
COCCCC1CCN(Cc2nc(-c3ccccc3)no2)CC1	-7.0%	-15.5
CC(=O)Nc1ccc(SCC(=O)Nc2ccccc2Oc2ccccc2)cc1	-4.4%	-3.7
O=C(C1CCN(S(=O)(=O)N2CCC3(CC2)OCCO3)CC1)N1CCOCC1	2.4%	-7.5
Cc1ccc(C(=O)COc2ccccc2-c2ccccc2)cc1	1.7%	0.1
Cc1ccc(C)c(NC(=O)C2CC(O)CN2C(=O)OC(C)(C)C)c1 (stereo not given)	-3.6%	-6.0
CSCc1ccc(C(=O)NCc2ccccc2)cc1	2.4%	.
Cc1ccc(NC(=O)CSc2nnc(Cn3c(=O)sc4ccccc43)n2C)cc1	-4.0%	14.3
Cc1cccn2c(=O)c3cc(S(=O)(=O)c4ccc(F)cc4)c(=N)n(Cc4ccco4)c3nc12	-5.2%	-5.5
COc1ccc(N2CCN(c3cc(C)c4cccc(C)c4n3)CC2)cc1	3.4%	-12.6
O=C(N/N=C\c1ccc(CNS(=O)(=O)c2ccccc2)o1)C(=O)Nc1ccc(F)cc1	4.5%	-3.4
O=[N+]([O-])c1ccc(Cl)cc1N1CCOCC1	1.4%	.
CC1CCN(S(=O)(=O)c2ccc(NC(=O)CN3CCCC(C)C3)cc2)CC1 (stereo not given)	9.3%	.
FC(F)(F)c1ccccc1Nc1nccs1	-1.0%	-7.7
CC1(C)CC(=O)c2sc(NS(=O)(=O)c3ccc(F)cc3)nc2C1	-1.4%	-7.0
CCCCC(=O)NNC(=S)NC(=O)C(c1ccccc1)c1ccccc1	11.2%	1.8
CCCCCCCCCn1cc(C(C)=O)c(=O)[nH]c1=O	-7.0%	-10.8
Cc1cc(C)c(NC(=O)CS(=O)CC(=O)NCC2CCCO2)c(C)c1 (stereo not given)	-4.6%	.
N#CC1=C(N)NC(SCc2ccccc2)=C(C#N)C12CCCCC2	2.5%	19.9
Cc1ccc(O)c(-c2cc(C(=O)Nc3ccc(S(=O)(=O)N4CC(C)OC(C)C4)cc3)[nH]n2)c1 (stereo not given)	4.3%	-11.4
CC(NC(=O)C1CCC1)c1ccc2c(c1)OCO2 (stereo not given)	-2.4%	50.9
Cc1nn(-c2cccc(Cl)c2)nc1C(=O)O	0.8%	7.7
CCOC(=O)C(C)Oc1ncnc2cccc(F)c12 (stereo not given)	1.7%	4.5
Cc1c(N/C(=N/S(=O)(=O)c2ccc(F)cc2)c2ccccc2)c(=O)n(-c2ccccc2)n1C	-3.2%	.
C=CCOc1ccc(CNc2nccs2)cc1	-2.4%	.
Cc1cc(C)c(S(=O)(=O)N2CCCCC2)c(C)c1N(C)S(=O)(=O)c1ccccc1	8.2%	.
Cc1cc(Br)ccc1NC(=O)C(C)c1ccc([N+](=O)[O-])cc1 (stereo not given)	5.3%	-11.4
S=C(NCc1ccccc1)N1CCCCC1	1.0%	2.6
O=C(O)c1ccc2c(c1)N(Cc1cccc(F)c1)C(=O)CS2	5.2%	3.0
COc1ccc(NC(=O)C2CC(=O)n3cnnc3S2)cc1 (stereo not given)	-4.4%	.
CC1CCc2c(C(=O)Nc3ccc(N4CCOCC4)cc3)csc2C1 (stereo not given)	2.5%	.
CCOC(=O)CSc1nc2c(sc3ccc([N+](=O)[O-])cc32)c(=O)n1Cc1ccco1	-5.3%	0.3
O=C1CN(C(=O)CSc2nnc(C3CC3)n2-c2ccccc2)c2ccccc2N1	1.3%	3.6
O=C(Nc1cccnc1)c1cccc(S(=O)(=O)N2CCc3ccccc32)c1	-3.0%	-3.7
O=C(N/N=C/c1ccc(O)cc1)/C(=C/c1ccc([N+](=O)[O-])cc1)NC(=O)c1ccccc1	1.8%	.
O=C(Nc1nccs1)[C@@H]1CC=C[C@@H]2CCN(Cc3ccccc3)C(=O)[C@@H]21	2.3%	.
CC(C)C(=O)Nc1ccc(S(=O)(=O)Nc2nccc(/C=C/c3ccccc3)n2)cc1	10.2%	-5.4
O=c1c2ccccc2nc2c3ccccc3c(NCc3ccccn3)nn12	5.8%	5.2
N#Cc1nc(COc2ccc(Cl)cc2Cl)oc1N1CCN(c2ccccc2)CC1	0.5%	1.8
COc1ccc(N=Nc2cnc(C)nc2-c2ccccc2)cc1	-2.4%	-0.4

Next results.
SMILES	GlmU inhibition	Mtb RmlCD inh
CCCCCNC(=O)N[C@H](C(=O)O)C(C)C	1.2%	.
COc1cc(Cl)c(C)cc1NC(C)C(=O)Nc1cc(C(F)(F)F)ccc1N1CCOCC1 (stereo not given)	-3.0%	.
COc1cc(-c2ccc(=O)[nH]n2)ccc1OC(F)F	5.2%	7.1
O=C(CCCn1c(SCc2cc(=O)n3cc(Cl)ccc3n2)nc2ccccc2c1=O)NCC1CCCO1 (stereo not given)	3.6%	.
C=C(C)COc1ccc(-c2nc(N)nc(C)c2Oc2ccccc2OC)c(O)c1	-3.0%	1.5
CCOC(=O)c1ccccc1NS(=O)(=O)c1ccc(OCC)cc1	0.5%	.
O=C(NC1CCCc2ccccc21)C1CCCN(S(=O)(=O)c2cnc[nH]2)C1 (stereo not given)	0.7%	.
CSc1ccc(/C=c2\s/c(=C\C(=O)C(C)(C)C)n(CC(=O)NCCC3=CCCCC3)c2=O)cc1	-8.2%	7.4
C=CCn1c(O)c(N=NC(=O)c2ccccc2NS(=O)(=O)c2cccs2)c2ccccc21	-3.8%	1.6
CN(C)/C=C1/Nc2ccccc2C1=O	2.3%	25.1
Cc1occc1-c1nnc(SCC(=O)Nc2ccccc2N2CCCCC2)n1C	-3.9%	7.7
COc1ccccc1Nc1nc(Cl)nc(Nc2ccccc2OC)n1	-2.0%	-9.6
COc1ccc(OC)c(NC(=O)COC(=O)/C=C/c2ccc(Cl)cc2)c1	3.3%	.
Cc1cccc(N=N/C(=C\O)C(=O)c2cccs2)c1	-3.3%	0.2
Clc1ccc(-c2nnc(Sc3nc4ccccc4o3)c3ccccc23)cc1	-6.3%	49.6
Cc1ccc2nc3c(cc(C(=O)NCC4CCCO4)n3C)c(=O)n2c1 (stereo not given)	-3.8%	7.4
O=C1CN(C(=O)C2CCCC2)CCN1	2.0%	0.3
Cc1ccccc1-n1c(C)cc(/C=C2\NC(=O)NC2=O)c1C	0.6%	.
Cc1occc1C(=O)Nc1c(F)c(F)c(F)c(F)c1F	-2.3%	-25.2
CN(C)C(=O)COC(=O)c1cccnc1Nc1ccccc1F	-6.9%	.
O=C(Nc1nnc(/N=C/c2ccco2)s1)c1ccc(F)cc1	-2.8%	9.2
Cn1nc(Cc2cccc3ccccc23)c(C#N)c1N	0.8%	.
COc1ccc(-c2cc(CNC(=O)CN3CCN(C)CC3)on2)cc1	-0.9%	.
CCN(CC)S(=O)(=O)c1ccc(Cl)c(NC(=O)c2ccncc2)c1	-0.3%	-4.2
O=c1c2ccccc2c(C=NCc2ccccn2)c(O)n1-c1ccccc1	7.0%	-2.7
CCOc1ccc(N2C(=O)CC(NCc3ccc(S(N)(=O)=O)cc3)C2=O)cc1 (stereo not given)	-1.8%	-9.3
COc1ccc(CN(Cc2cccn2C)C(=O)c2cc3cc(OC)ccc3[nH]2)cc1	-6.0%	6.5
Cn1sc(NC(=O)c2ccccc2Cl)nc1=O	-2.5%	.
O=C(CN1C(=O)c2ccccc2C1=O)Nc1cc([N+](=O)[O-])ccc1O	2.2%	-1.4
Cc1ccc(S(=O)(=O)NCC2CCC(C(=O)NCc3ccc4c(c3)OCO4)CC2)cc1 (stereo not given)	-5.7%	-13.3
COc1ccc(OC)c(Cc2nnc(CCC(=O)NC(C3CC3)C3CC3)o2)c1	0.9%	9.2
C/C(=N\N)c1c(-c2ccccc2)c2cc(Br)ccc2[nH]c1=O	8.5%	-10.9
CS(=O)(=O)Nc1cccc(C(=O)CC2(O)C(=O)Nc3ccc(Br)cc32)c1 (stereo not given)	-11.5%	2.6
Cc1ccc(S(=O)(=O)CCC(=O)OCC(=O)c2c(C)[nH]c3ccccc23)cc1	-8.0%	-3.5
COc1cc(NC(=S)Nc2cccnc2)cc(OC)c1	-4.3%	51.6
CCOC(=O)c1oc2nc(CC(C)C)c3c(c2c1N)CCC3	-3.3%	-3.3
Cc1ccc(N2CCN(C(=O)c3ccccc3Br)CC2)c(C)c1	-6.7%	-2.8
O=C(CN1CCOCC1)Nc1ccc(S(=O)(=O)NC2CCCCC2)cc1	-1.8%	.
Cn1c(=O)[nH]c(=O)c2c1nc(N1CCOCC1)n2CCSc1nc2ccccc2[nH]1	-1.7%	7.8
c1ccc(-c2nc(-c3ccncc3)no2)cc1	8.0%	.
Cc1cc(C(=O)N/N=C/c2ccccc2)c(C)o1	-1.9%	12.6
O=C(O)CCC(=O)CCC(=O)c1ccccc1	1.6%	.
CCN1C=CC(=C2C(=O)c3ccccc3C2=O)C=C1	-1.4%	-7.6
CC(C)C12CN3CC(C(C)C)(CN(C1)C3c1cccnc1)C2=O (stereo not given)	0.3%	12.6
COc1ccc(Nc2ccc(Nc3ccc(OC)cc3)nn2)cc1	-6.0%	6.0
O=C(NCc1ccc(N2CCCC2=O)cc1)Nc1cccc2ccccc12	-1.3%	.
Cc1cccc(C)c1-n1c(=O)n(Cc2ccccc2)c(=O)c2[nH]cnc21	-4.0%	.
Cn1c2ccccc2c2nnc(SCc3nnc(-c4ccccc4)o3)nc21	2.3%	-8.0
CN(C(=O)CSc1nnc(-c2ccccc2)n1C)C1CCS(=O)(=O)C1 (stereo not given)	-8.9%	-3.4
CCOc1ccc(N2CC(C(=O)Nc3ccc(S(=O)(=O)Nc4ncccn4)cc3)CC2=O)cc1 (stereo not given)	4.4%	.
